Assay outcomes as filed in PubChem.
AI-2 QS mod – Vibrio harveyi AI-2 quorum sensing modulators, primary screen, JMH597 strain, luminescence/OD600 ratio | Vibrio harveyi JMH597 AI-2 luminescence/OD600 ratio, 9 h; active compounds read low; strain lacks LuxN and CqsS sensors; 0 = neutral-control median | activity change, % at 7.5 µM | 0.4% of 300,000 active | AID 2094, 2009; in the data active means activity change below about -75%, passing the limit was not always enough;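 further: luminescence divided by OD600 gain over 9 h not by final OD600 alone; inactives centre near 13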
TRPC6 activator – mouse TRPC6 channel activators, primary screen, cell-based, HEK293, membrane potential dye; B-score at 10 µM; 0.13% of 310,000 active; HEK293-TRPC6 membrane potential dye fluorescence; active compounds read high; Short transient receptor potential channel 6 (Mus musculus), Q61143;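 active means B-score of the integrated fluorescence ratio above library mean plus 3 SD, and starting fluorescence ratio within library mean plus 5 SD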;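 further: higher score means more depolarization so channel activation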
MrgX1 allo act – positive allosteric modulators of MrgX1, primary screen, HEK293 cells, Fluo-4 calcium flux; Mas-related G-protein coupled receptor member X1 (Homo sapiens), Q96LB2; FDSS; active compounds read high; B-score at 10 µM; 0.63% of 310,000 active;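 active means plate-corrected calcium response at least 3 library SD above typical, normal starting fluorescence, not activating the receptor alone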;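 further: compound read alongside a low EC10 to EC30 dose of BAM8-22 agonist; peak minus trough fluorescence over baseline measured at the second addition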
Target sequence (Q96LB2 whole entry, looked up): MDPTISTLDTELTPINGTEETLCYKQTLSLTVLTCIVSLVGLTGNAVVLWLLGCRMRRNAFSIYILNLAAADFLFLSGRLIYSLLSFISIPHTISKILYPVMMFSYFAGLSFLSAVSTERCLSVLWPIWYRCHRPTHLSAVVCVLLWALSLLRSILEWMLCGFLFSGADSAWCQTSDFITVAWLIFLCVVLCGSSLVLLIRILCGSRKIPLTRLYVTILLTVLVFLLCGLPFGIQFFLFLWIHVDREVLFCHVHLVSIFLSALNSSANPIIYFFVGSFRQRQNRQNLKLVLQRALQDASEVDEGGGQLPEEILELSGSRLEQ
MrgX1 antag – antagonists of human MrgX1 receptor, primary screen, HEK293 cells, Fluo-4 calcium flux | BAM8-22 antagonism; active compounds read low | B-score at 10 µM | 1.3% of 310,000 active;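 active means calcium-response B-score plate-corrected more than 3 library SD below zero, starting fluorescence within 5 deviations, no agonist response on first addition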;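 further: peak minus trough fluorescence over baseline after final BAM8-22 challenge near maximal dose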
TRPC4 inh – inhibitors of mouse TRPC4 channel, primary screen, Fluo4 calcium, HEK293 TRPC4beta/mu-opioid cells. Short transient receptor potential channel 4 (Mus musculus), Q9QUQ5. 0.39% of 300,000 active. B-score at 10 µM. DAMGO-evoked Fluo4 calcium flux; active compounds read low;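 active means B-score over 3 SD under the library average, no early fluorescence shift, positive overall ratio signal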
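Assay system: Stable TRPC4beta/mu-opioid receptor HEK293 cells | Reagent: DAMGO in two steps, submaximal then maximal | Compound dosing: Single concentration per test compound | Signal: Fluo4 Ca2+ flux fluorescence | Evaluation: Per-well B score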
TRPC6 inhibitor – mouse TRPC6 channel inhibitors, primary screen, cell-based, HEK293, membrane potential dye; 1.1% of 310,000 active; B-score at 10 µM; Short transient receptor potential channel 6 (Mus musculus), Q61143; ACh-evoked depolarization; active compounds read low;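 active means B-score under library mean minus 3 SD, initial fluorescence not abnormally high, positive integrated signal ratio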;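 further: B-score derived from integrated fluorescence ratio over the kinetic read; more negative B-score means stronger inhibition of depolarization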
PolyA inhibitor – polyadenylation inhibitors in yeast reporter cells, primary screen, luminescence, S. cerevisiae; AID 1875, 2009; 0.02% of 300,000 active; calls only at 12 µM; S. cerevisiae SKY197-pL101 polyadenylation reporter, beta-gal luminescence; efflux-impaired pdr1/pdr3 knockout yeast; score 100 = 6 SD above DMSO;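 active means lowest replicate activity score at least 50, where 100 means six control SD above control mean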;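 further: yeast exposed to compound for 9 h at 30 °C; higher score means more reporter readthrough which indicates perturbed polyadenylation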
TRPC4 potent – positive allosteric modulators of TRPC4, primary screen, cell-based, mouse TRPC4beta, HEK293 mu-opioid, Fluo-4 calcium; Short transient receptor potential channel 4 (Mus musculus), Q9QUQ5; DAMGO EC20, Fluo-4 Ca2+ flux; active compounds read high; B-score at 10 µM; 0.42% of 310,000 active;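 active means B-score of calcium response area above 5 SD of library B-scores, with initial fluorescence ratio within 5 SD of library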;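 further: B-score of integrated fluorescence ratio over time as area under calcium response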
MrgX1 ag – agonists of human MrgX1 receptor, primary screen, HEK293 cells, Fluo-4 calcium flux | Mas-related G-protein coupled receptor member X1 (Homo sapiens), Q96LB2 | Fluo-4 calcium fluorescence, agonist mode; active compounds read high | B-score at 10 µM | 0.44% of 310,000 active;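 active means calcium response B-score plate-corrected fluorescence ratio at least 3 library SD, with starting fluorescence B-score inside 5 SD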
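System – MrgX1-expressing HEK293 cells · Incubation – cells plated overnight, dye loaded 0.5 h 37 °C, 0.5 h room temperature · Technique – kinetic Fluo-4 NW fluorescence of intracellular calcium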
TRPC4 agonist – activators of mouse TRPC4 channel, primary screen, Fluo4 calcium, HEK293 TRPC4beta/mu-opioid cells. Short transient receptor potential channel 4 (Mus musculus), Q9QUQ5. Fluo4 calcium fluorescence; active compounds read high. B-score at 10 µM. 0.49% of 310,000 active. AID 2237, 2010;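 active means B-score above 5 SD of library B-scores, and initial fluorescence ratio not above library mean plus 5 SD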;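 further: positive B-score marks a calcium rise read as TRPC4 activation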
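Technique: kinetic Fluo4 calcium fluorescence; Test system: TRPC4beta and mu-opioid receptor HEK293 stable cells; Measure: B-scored integrated calcium fluorescence ratio; Benchmarks: low control buffer alone, high control maximal DAMGO; Schedule: 45 min room-temperature Fluo4 loading, 110 s read.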
HIF act – HIF pathway transcriptional activators, primary screen, cell-based, U2OS HRE-luciferase, luminescence; 0.32% of 300,000 active; activation, % at 7.5 µM (by protocol); AID 1910, 2009; U2OS HRE-luciferase reporter; normalized: DMSO 0%, desferrioxamine 100%;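 active means mean activation of at least 10% of the iron chelator positive control signal, with at least half of replicates also reaching 10%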
An asterisk follows results filed as active; i = inactive; nt = not tested or not shown. The list is partial. The share of hits here may be higher or lower than overall.

SMILES	AI-2 QS mod	TRPC6 activator	MrgX1 allo act	MrgX1 antag	TRPC4 inh	TRPC6 inhibitor	PolyA inhibitor	TRPC4 potent	MrgX1 ag	TRPC4 agonist	HIF act
CCCOc1ccc(OCCn2nc(C(=O)O)c3ccccc3c2=O)cc1	10	i	i	i	i	i	i	i	i	i	0.4
Cc1ccc(N2C(=O)CCC2(C#N)c2ccccc2)cc1 (stereo not drawn)	7	i	i	i	i	i	i	i	i	i	-0.1
Cc1ccc(COCC(CC(C)C)N2CCN(C(=O)c3cccc(C(F)(F)F)c3)CCC2=O)cc1 (stereo not drawn)	4	i	i	i	i	i	i	i	i	i	-0.6
COc1cc(/C=N/NC(=O)c2ccc(CSc3nc4ccccc4[nH]3)cc2)cc(OC)c1OC	45	i	i	i	i	i	i	i	i	i	1.8
O=C(O)c1cc(C2CC2)nc2ccccc12	8	i	i	i	i	i	i	i	i	i	0.1
S=C(NCCc1ccccc1)Nc1ccccc1	22	i	i	i	i	i	i	i	i	i	2.1
CC(C)CNC(=O)C(=O)Nc1cc2c3c(c1)C(C)C(=O)N3CCC2 (stereo not drawn)	53	i	i	i	i	i	i	i	i	i	-0.3
O=C1CCCN1CN1CCCCC1	14	i	i	i	i	i	i	i	i	i	-0.3
CC(C)C(=O)Nc1c2c(nc3c1CCC3)CCCC2	10	i	i	i	i	i	i	i	i	i	-0.8
COc1ccc(C)cc1S(=O)(=O)N(CC(N)=O)Cc1ccccc1	7	i	i	i	i	i	i	i	i	i	0.0
CC(=O)Nc1ccc(S(=O)(=O)N=S(C)(C)=O)cc1	5	i	i	i	i	i	i	i	i	i	-0.2
O=c1cc(CN2CCN(S(=O)(=O)c3ccc4c(c3)OCCO4)CC2)c2ccc(O)cc2o1	22	i	i	i	i	i	i	i	i	i	-0.2
Cc1csc2c(=O)sc(NC(=O)c3ccc(F)cc3)nc12	-2	i	i	i	i	i	i	i	i	i	-1.0
COc1cccc(C(=O)OCC(=O)c2c[nH]c3ccccc23)c1O	-44	i	i	i	i	i	i	i	i	i	1.4
Cc1ccc2nc(-c3ccccc3)cc(C(=O)NCC(c3ccco3)N(C)C)c2c1 (stereo not drawn)	20	i	i	i	i	i	i	i	i	i	-0.1
O=C(CCCC(=O)c1ccccc1)NCCc1ccccc1	9	i	i	i	i	i	i	i	i	i	-0.2
CCc1cccc(C)c1NC(=O)CC1Oc2ccc(C)cc2NC1=O (stereo not drawn)	4	i	i	i	i	i	i	i	i	i	-4.9
CCOC1(C)OCC(=O)[C@]2(CCC3C4CCC5=CC(=O)C=CC5(C)C4C(=O)CC32C)O1 (stereo partly drawn)	1	i	i	i	i	i	i	i	i	i	nt
COc1ccc(S(=O)(=O)N(CC(=O)N2CCN(C)CC2)c2ccccc2)cc1OC	15	i	i	i	i	i	i	i	i	i	-0.3
CC12C=CC3(O1)C(C(=O)N1CCCOC13)C2C(=O)O (stereo not drawn)	14	i	i	i	i	i	i	i	i	i	-0.3
CCOC(=O)c1ccc(NC(=O)CSc2nc3sc(C(=O)O)c(C)c3c(=O)[nH]2)cc1	26	i	i	i	i	i	i	i	i	i	-0.2
CCOC(=O)c1ccc(S(=O)(=O)Nc2nc3cc(S(=O)(=O)NC4=NCCCCC4)ccc3s2)cc1	19	i	i	i	i	i	i	i	i	i	-2.0
COc1ccc(-c2cc(C(=O)NCc3ccco3)c3ccccc3n2)cc1	12	i	i	i	i	i	i	i	i	i	-1.4
Cc1nc2scc(C)n2c(=O)c1S(=O)(=O)NCC1CCN(Cc2ccc(F)cc2)CC1	17	i	i	i	i	i	i	i	i	i	-0.1
Cc1cc(C)cc(N(CC(=O)N2CCCCCC2)S(C)(=O)=O)c1	1	i	i	i	i	i	i	i	i	i	0.8
CCN(CC)S(=O)(=O)c1cccc(NC(=O)/C=C/c2cccc([N+](=O)[O-])c2)c1	-10	i	i	i	i	i	i	i	i	i	-0.1
CC(=O)Nc1ccc(SCC(=O)Nc2ccccc2Oc2ccccc2)cc1	8	i	i	i	i	i	i	i	i	i	0.4
O=C(OCc1ccc([N+](=O)[O-])cc1)c1cc(=O)c2ccccc2o1	2	i	i	i	i	i	i	i	i	i	-18
Cc1cc(NCCCN2CCOCC2)n2nc(C)c(-c3ccc(F)cc3)c2n1	15	i	i	i	i	i	i	i	i	i	-1.4
O=C1CC(=O)Nc2cc(S(=O)(=O)N3CCN(c4cccc(C(F)(F)F)c4)CC3)ccc2N1	13	i	i	i	i	i	i	i	i	i	0.1

Looked up by compound from above:
SMILES	AI-2 QS mod	TRPC6 activator	MrgX1 allo act	MrgX1 antag	TRPC4 inh	TRPC6 inhibitor	PolyA inhibitor	TRPC4 potent	MrgX1 ag	TRPC4 agonist	HIF act
O=C(OCc1ccc([N+](=O)[O-])cc1)c1cc(=O)c2ccccc2o1	2	i	i	i	i	i	i	i	i	i	-18
CC(=O)Nc1ccc(SCC(=O)Nc2ccccc2Oc2ccccc2)cc1	8	i	i	i	i	i	i	i	i	i	0.4

(next part)
SMILES	AI-2 QS mod	TRPC6 activator	MrgX1 allo act	MrgX1 antag	TRPC4 inh	TRPC6 inhibitor	PolyA inhibitor	TRPC4 potent	MrgX1 ag	TRPC4 agonist	HIF act
CC(Oc1ccccc1F)C(=O)NNC(=O)CCNC(=O)c1ccccc1Cl (stereo not drawn)	14	i	i	i	i	i	i	i	i	i	0.0
c1ccc(CSc2ccc(-c3ccc4c(c3)OCO4)nn2)cc1	16	i	i	i	i	i	nt	i	i	i	2.6
COc1cc(OC)c(C2=NOC(C(=O)O)C2)cc1Cl (stereo not drawn)	11	i	i	i	i	i	i	i	i	i	0.2
CS(=O)(=O)N(Cc1ccccc1)c1ccc(C(=O)Nc2ccccc2Sc2ccccc2)cc1	8	i	i	i	i	i	i	i	i	i	-0.1
Cc1ccc(C(=O)NCC(=O)NC23CC4CC(CC(C4)C2)C3)cc1	17	i	i	i	i	i	i	i	i	i	2.9
O=C(CSc1ccccc1)Nc1cccnc1	15	i	i	i	i	i	i	i	i	i	0.7
CC(C)Oc1ccc(C2CC(=O)N(c3cccc(Br)c3)C2=O)cc1 (stereo not drawn)	1	i	i	i	i	i	i	i	i	i	0.3
CC(C)(C)N(Cc1ccccc1)C(=O)COC(=O)CNC(=O)c1ccco1	14	i	i	i	i	i	i	i	i	i	-0.2
Cc1cc(Nc2ccc3c(c2)OCCO3)n2nc(C)nc2n1	22	i	i	i	i	i	i	i	i	i	0.0
C=CCN1C(=O)S/C(=C\c2ccc(N3CCOCC3)cc2C)C1=O	20	i	i	i	i	i	i	i	i	i	3.8
COc1cc2[nH]c(C(=O)N3CCN(c4ccc(F)cc4)CC3)cc2c(OC)c1OC	20	i	i	i	i	i	i	i	i	i	-0.1
Cc1cc(Nc2ccccc2)nn1C(=O)c1ccc([N+](=O)[O-])cc1	7	i	i	i	i	i	i	i	i	i	-0.1
CN(C)S(=O)(=O)c1cc(NC(=O)CN2CCN(c3ccccc3)CC2)ccc1Cl	13	i	i	i	i	i	i	i	i	i	-0.3
CCOc1ccccc1NC(=S)N1CCC(NC(=O)c2ccco2)CC1	16	i	i	i	i	i	nt	i	i	i	nt
O=C(NCCNCc1cccs1)c1ccccc1F	10	i	i	i	i	i	i	i	i	i	-0.3
O=C(Nc1cccc(-c2nnc(-c3ccccc3)o2)c1)C1CCCCC1	8	i	i	i	i	i	i	i	i	i	1.3
C#CCNC(=O)C1=C[C@@H](C(C)(C)C)C[C@@H](OCc2ccc(CO)cc2)O1	17	i	i	i	i	i	i	i	i	i	0.0
COc1ccc(C(=O)NOCc2ccccc2)cc1	-3	i	i	i	i	i	i	i	i	i	-1.4
CCOC(=O)c1ccccc1NS(=O)(=O)c1ccc(S(=O)(=O)N2CCCC2)cc1	28	i	i	i	i	i	i	i	i	i	-0.1
Cc1ccc(N=C2NC(=O)CS2)cc1	2	i	i	i	i	i	i	i	i	i	0.1
Cc1cccc(N2CCN(c3nc(C)cc(C)c3C#N)CC2C)c1 (stereo not drawn)	15	i	i	i	i	i	i	i	i	i	-27
COC(=O)c1c(NC(=O)C(=O)N2CCCC2)sc2c1CC(C)(C)OC2	13	i	i	i	i	i	i	i	i	i	0.1
Cc1nc(CNC(=O)CC2C(=O)NCCN2Cc2cccc(Oc3ccccc3)c2)cs1 (stereo not drawn)	25	i	i	i	i	i	i	i	i	i	-0.4
CCn1cc(C(=O)N[C@@H](C)C(=O)NCCCO)c(=O)c2cc3c(cc21)OCO3	8	i	i	i	i	i	i	i	i	i	-0.3
O=C(CNC(=O)c1cccc(OC(F)F)c1)OCc1cc(=O)n2cc(Br)ccc2n1	11	i	i	i	i	i	i	i	i	i	-0.1
C/C(=N\NC(=O)CNC(=O)c1ccc(Br)cc1)c1ccco1	16	i	i	i	i	i	i	i	i	i	0.4
c1ccc(CC2CCN(Cc3ccccn3)CC2)cc1	22	i	i	i	i	i	i	i	i	i	-41
O=C(Nc1ccc(Br)cc1F)C1CCCO1 (stereo not drawn)	28	i	i	i	i	i	i	i	i	i	0.5
Cc1ccc(OCCCN2CCOCC2)cc1	16	i	i	i	i	i	i	i	i	i	0.0
CCCc1cc(C(=O)Nc2cccc(Cl)c2)no1	-62	i	i	i	i	i	i	i	i	i	2.1
CCn1c(=O)c(C(=O)NCc2ccc(OC)c(OC)c2)c(O)c2ccccc21	-5	i	i	i	i	i	i	i	i	i	-0.3
Cc1cc(NC(=O)CCC(=O)N(Cc2ccco2)C(C(=O)NC2CCCC2)c2ccccc2)no1 (stereo not drawn)	13	i	i	i	i	i	i	i	i	i	-1.0
